HEK293 tox – Cytotoxic Profiling in HEK 293 Cell Line of Diverse Libraries Using Quantitative High-Throughput Screening. Potency, µM (top dose mostly 115 µM), for inactives: at the top dose activity change, negative = cytotoxicity, hits mostly inhibitors. HEK 293 viability, ATP luminescence (CellTiter-Glo), 48-72 h. 94,000 compounds, 6.6% hits; further: potency means the concentration at half of the fitted maximal effect; nearly all actives have a fitted effect of over 60% in size
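HEK 293 seeded at 250 cells/well receive compound via pintool. After 48 or 72 hr at 37 degree Celsius, 5% CO2 and 95% humidity, CellTiter-Glo is dispensed and luminescence read following 10 min at room temperature.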
IP6K1 inh – Primary qHTS assay for small molecule inhibitors of Inositol hexaphosphate kinase 1 (IP6K1); IP6K1 kinase, ADP-Glo luminescence, 2 h; hits give low values; activity change, % (series mostly up to about 58 µM); 140,000 compounds, 0.81% hits; AID 1645851, 2021; in the data active means activity change below about -25%
Target sequence (Q92551 whole entry, looked up): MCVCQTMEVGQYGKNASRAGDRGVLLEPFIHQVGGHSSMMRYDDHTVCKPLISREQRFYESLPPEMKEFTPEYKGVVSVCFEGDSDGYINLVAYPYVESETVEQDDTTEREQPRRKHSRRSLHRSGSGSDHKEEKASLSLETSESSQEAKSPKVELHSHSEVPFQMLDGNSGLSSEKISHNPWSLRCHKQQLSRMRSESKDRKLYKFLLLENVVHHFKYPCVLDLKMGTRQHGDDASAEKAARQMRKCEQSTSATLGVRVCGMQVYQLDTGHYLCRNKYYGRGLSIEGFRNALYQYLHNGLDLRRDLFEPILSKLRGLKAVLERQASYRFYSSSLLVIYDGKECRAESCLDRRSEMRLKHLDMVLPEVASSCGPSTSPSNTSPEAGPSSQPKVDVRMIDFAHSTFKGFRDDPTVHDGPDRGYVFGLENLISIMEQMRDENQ
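ADP-Glo luminescence measures ADP made by human IP6K1 during a 2 h RT reaction with ATP/IP6 (mix at 1.3 mM/130 uM); top library doses 57.5 and 19.1 uM final.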
NIH3T3 tox – Cytotoxic Profiling in NIH 3T3 Cell Line of Diverse Libraries Using Quantitative High-Throughput Screening. NIH 3T3 viability, CellTiter-Glo ATP luminescence, 48-72 h. Potency, µM (series often up to 96.7 µM), inactives show top-dose activity change, negative = cytotoxicity, actives largely listed as inhibitors. 94,000 compounds, 4.3% hits. AID 1345082, 2018; further: potency means the concentration at half of the fitted maximal effect; nearly all actives have a fitted effect of over 55% in size
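Viability of NIH 3T3 cells after 48 or 72 hr compound treatment at 37 °C was assessed by CellTiter-Glo, with luminescence imaged following a 10 min room-temperature step.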
GPT2 inhibitor – Primary qHTS assay for inhibitors of Glutamate pyruvate transaminase 2 (GPT2). Alanine aminotransferase 2 (Homo sapiens), Q8TD30. Recombinant GPT2, coupled pyruvate oxidase/HRP Amplex Red fluorescence. Potency, µM (titrated, usually from 57.7 µM), for inactives: at the top dose activity change, negative = inhibition, most hits filed as inhibitors. 100,000 compounds, 0.25% hits. AID 1671188, 2021; further: potency means the concentration at half of the fitted maximal effect; nearly all actives have a fitted effect of over 60% in size; many of its hits are not listed in these tables
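Fluorescence read-out: pyruvate from GPT2 turnover coupled to pyruvate oxidase, HRP and Amplex Red (0.2mM ThPP, 0.2U/mL PO and HRP, 50uM Amplex final). Substrates 250uM a-KG, 2mM L-alanine; enzyme 10ng/uL; 30 min RT.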
SNCA expr inh – Primary qHTS assay for inhibitors of alpha-synuclein gene (SNCA) expression | HEK-293 SNCA-luciferase knock-in, luminescence, 24 h | Potency, µM (top dose mostly 57.2 µM), for inactives: at the top dose activity change, negative = inhibition, actives largely listed as inhibitors | 140,000 compounds, 0.17% hits | AID 1671194, 2021;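 further: potency means the concentration at half of the fitted maximal effect; plate controls were DMSO cells for no effect and cell-free wells for full effect; nearly all actives have a fitted effect of over 45% in size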
FLuc inh – Firefly luciferase inhibition profiling of diverse chemical library using quantitative high-throughput screening; purified P. pyralis luciferase, luminescence, biochemical; Potency, µM (titrated, usually from 115 µM), without a hit: at the highest dose activity change, negative = inhibition, usual class: inhibitors; 76,000 compounds, 2.5% hits; AID 1347043, 2019; further: potency means the concentration at half of the fitted maximal effect; nearly all actives have a fitted effect of over 65% in size
Target sequence (P08659 whole entry, looked up): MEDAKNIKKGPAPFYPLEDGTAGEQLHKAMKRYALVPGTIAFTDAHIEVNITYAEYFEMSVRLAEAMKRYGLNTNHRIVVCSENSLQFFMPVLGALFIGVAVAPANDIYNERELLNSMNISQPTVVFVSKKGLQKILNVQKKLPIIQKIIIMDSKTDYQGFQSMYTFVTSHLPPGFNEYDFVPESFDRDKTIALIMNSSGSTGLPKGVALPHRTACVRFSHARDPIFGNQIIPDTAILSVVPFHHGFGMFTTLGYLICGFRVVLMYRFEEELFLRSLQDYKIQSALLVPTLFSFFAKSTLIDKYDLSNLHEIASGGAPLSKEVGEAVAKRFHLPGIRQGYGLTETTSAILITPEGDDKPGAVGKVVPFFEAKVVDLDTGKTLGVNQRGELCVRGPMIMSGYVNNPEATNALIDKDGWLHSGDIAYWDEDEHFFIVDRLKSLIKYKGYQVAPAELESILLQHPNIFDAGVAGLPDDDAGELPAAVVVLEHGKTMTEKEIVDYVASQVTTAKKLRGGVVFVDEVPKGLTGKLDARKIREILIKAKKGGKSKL
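Biochemical qHTS: compound (6-point titration) added to 10uM D-luciferin plus 10uM ATP in Tris acetate pH 7.5 buffer with Mg, Tween-20 and BSA, then purified enzyme at 10nM; light output imaged.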
SNCA viab count – GF-AFC viability counterscreen for inhibitors of alpha-synuclein gene (SNCA) expression; 150,000 compounds, 0.12% hits; HEK-293-SNCA-luc viability, GF-AFC fluorescence, 24 h; AID 1671193, 2021; Potency, µM (doses to about 57.1 µM), for inactives: at the top dose activity change, negative = cytotoxicity, actives largely listed as cytotoxic;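 further: potency means the concentration at half of the fitted maximal effect; 0% = DMSO-treated cells and -100% = medium-only wells without cells; nearly all actives have a fitted effect of over 30% in size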
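Cytotoxicity counterscreen: after 24 h compound treatment of genome-edited SNCA-luciferase HEK-293 cells, live-cell protease substrate GF-AFC read by fluorescence after 30 min; activity scaled between DMSO (0%) and medium-only (-100%), curves Hill-fitted.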
Numbers without * were called inactive; i = inactive; u = inconclusive; x = not tested or not shown; [ ] = dose if it differs, or a comment. Unless noted, the call rests on the fitted dose curve; in most records, active means well fitted curve in the direction sought with a large enough effect; inconclusive means small, poorly fitted or top-dose-only effect, or another doubt; inactive means no such curve, though single readings can be large; an effect the other way counts as inactive or inconclusive. Unless noted, on the % scale 0 is the no-effect control and ±100 the full control effect. Not all compounds are listed, so the mix of outcomes need not match the whole.

SMILES	HEK293 tox	IP6K1 inh	NIH3T3 tox	GPT2 inhibitor	SNCA expr inh	FLuc inh	SNCA viab count
CN1C(=O)c2cccn2CC1CNC(=O)c1ccoc1 (stereo not drawn)	i	17	-12%	-15%	34%[activator]	-12%	-28%
O=C(c1ccc2c(c1)OCO2)N1CCC2(C1)C(=O)N(c1ccccc1)c1ccccc12 (stereo not drawn)	u	-19	-29%	i	44%[activator]	x	-15%
CN(C)c1cccc(Oc2nnnn2[C@H]2CO[C@H]3[C@@H]2OC[C@@H]3NS(=O)(=O)c2ccccc2C#N)c1	u	10	u	i	-9%	-6%	7%
COC(=O)c1cc(NC(=O)Cn2nc(-c3ccc(C)c(C)c3)ccc2=O)cc(C(=O)OC)c1	x	-13	x	x	4%	x	-4%
Cc1cnc(C(=O)N2CCCCCCNC(=O)[C@@H]3CCC[C@@H]32)cn1	i	-8	i	3%	13%	6%	6%
CC(C)=CC(=O)N1C[C@@H](NC(=O)Nc2ccc(F)cc2F)C[C@H]1C(=O)N[C@H](Cc1ccccc1)C(N)=O	1%	4	-12%	-7%	8%	1%	-2%
CC(C)CNC(=O)N(C)C1CCc2nn(C)c(=O)n2CC1 (stereo not drawn)	-2%	1	i	i	18%	-3%	1%
CSc1ccc(-c2cccc(CN3CCC(NC(=O)N(C)C)CC3)c2)cc1	u	-3	u	x	x	x	x
CCSc1nnc(-c2ccccc2NC(=O)C(CC)n2cccn2)c(=O)[nH]1 (stereo not drawn)	-5%	5	0%	1%	1%	-11%	15%
COC(=O)c1c(SCC(=O)Nc2cc(F)ccc2F)[nH]c2ccc(C)cc2c1=O	x	18	x	x	58%[activator]	x	1%
Cc1cccc(NC(=O)N2CC(N(C3CCOCC3)S(C)(=O)=O)C2)c1	-24%	-6	-9%	i	12%	-5%	3%
Cc1ccc(Cl)cc1N(C)C(=O)c1noc2c1CCCCC2	x	0	x	x	-1%	x	-1%
COc1ccc(-c2ccc3nnc(CNC(=O)COc4ccccc4)n3n2)cc1	-18%	7	-23%	i	44%[activator]	-4%	-6%
COc1ccc2c3c1CN(S(C)(=O)=O)CC3=CC(C)(C)CO2	-16%	21	u	x	x	x	x
Cc1cc(-c2cc(-c3ccccn3)nc3c(C)noc23)ccn1	u	-3	u	4%[88.5 µM]	-9%[87.6 µM]	0%[172 µM]	6%[87.6 µM]
N#Cc1cccc(CN2CC[C@@H]3OCC(=O)N(Cc4ccc(O)cc4)[C@H]3CC2)c1	u	-3	-26%[138 µM]	-20%[88.5 µM]	6%[87.6 µM]	-5%[172 µM]	-8%[87.6 µM]
CCOC(=O)c1c(S(=O)(=O)N2CCN(c3ccccc3OC)CC2)c(C)n(C)c1C	x	6	x	x	14%	x	-5%
Cn1ccnc1CN1CCN(c2nccc(-c3ccccn3)n2)CC1	4%	11	-4%	2%	50%[activator]	-4%	7%
CO[C@H]1C(=O)N(C2CCN(C(=O)c3ccncc3)CC2)[C@H]1c1ccncc1	i	-1	i	i	14%	9%	7%
O=C(Nc1ccccc1)c1nnn2c1CN(Cc1ccccc1)C(=O)CC2	i	-13	100µM*	i	13%[87.6 µM]	-4%[172 µM]	3%[87.6 µM]
CC(=O)N1Cc2ccccc2CC2(CCCN(Cc3ccccc3)C2)C1 (stereo not drawn)	u	2	-13%	i	-12%	x	-10%
O=C(NCc1cccs1)c1cc(C2CC2)nc2onc(C3CCNCC3)c12	-22%	8	-18%	i	-6%	x	2%
COc1ccc(NC(=O)C(=O)NCC2(c3ccc(OC)c(OC)c3)CCCC2)cc1	x	25	x	x	29%	x	11%
NC(=O)C1(N2CCCCC2)CCN(c2nccc(-c3ccccn3)n2)CC1	0%	6	-26%	u	-6%	-1%	0%
COc1ccccc1C(=O)Nc1c(C(=O)N2CCN(c3ccc(F)cc3)CC2)oc2ccccc12	x	8	x	x	-4%	x	-6%

Next part
SMILES	HEK293 tox	IP6K1 inh	NIH3T3 tox	GPT2 inhibitor	SNCA expr inh	FLuc inh	SNCA viab count
CCc1cccc(C)c1NS(=O)(=O)c1ccc(-c2cc(C)no2)s1	x	3	x	x	11%	x	-10%
O=C(NC(Cc1cc(=O)[nH]c2ccccc12)C(=O)O)c1ccc(Cl)cc1 (stereo not drawn)	x	7	x	-20%	8%	x	4%
COCCN1CCC2(CCC1=O)CCN(C(=O)C1CCOCC1)CC2	-6%	-6	-8%	-2%	12%	-1%	9%
COc1ccc(-c2nc(C)nc3c2CN(C(=O)c2ccccn2)CC3)cc1	-3%	0	0%	i	6%	-4%	3%
O=C(Cc1c[nH]c2ncc(-c3ccc(Oc4ccccc4)cc3)cc12)N1CCOCC1	56µM*	-7	u	-3%[88.5 µM]	25µM*	-14%[172 µM]	u
Cc1noc([C@@H](C)NS(=O)(=O)c2ccccc2)c1C(=O)O	i	18	i	-11%[88.5 µM]	5%[87.6 µM]	-3%[172 µM]	0%[87.6 µM]
C=CCC1(C(=O)O)CCCN(Cc2cnc(NCc3ccccc3)nc2)C1 (stereo not drawn)	-1%	11	-1%	i	-13%	-2%	-10%
Cc1cnn(CC(=O)N2C[C@@H](CO)[C@H](c3ccccn3)C2)c1	2%	15	0%	i	7%	-7%	-5%
COc1ccc(F)cc1-c1ccc(CN2CCCCC2C(=O)NCc2ccc(C(F)(F)F)cc2)cc1 (stereo not drawn)	u	8	u	x	x	x	x
Cc1ccc(-c2cn3cccnc3n2)cc1NC(=O)C(C)(C)Oc1ccc(Cl)cc1	x	12	x	x	-10%	x	u
CC(C)c1ccc(S(=O)(=O)N(C)CC2CCOC2)cc1 (stereo not drawn)	-18%	17	u	-21%	13%	-8%	-3%
CCC(C)(C)NC(=O)CC1Sc2ncccc2N(CC(C)C)C1=O (stereo not drawn)	u	3	-8%	-5%	-2%	3%	7%
O=C(CCCc1cn[nH]c1)N1CCCC(CCc2c(F)cccc2F)C1 (stereo not drawn)	50µM*	0	u	i	-21%	4%	0%
COc1ccc(CC(=O)N2CCN(c3nccc(Nc4ccccc4F)n3)CC2)cc1	45µM*	-5	u	-1%	14%	x	0%[12.5 µM]
Cc1[nH]cnc1CN1CCNc2cc(Nc3ccccc3)ncc2C1	u	-10	u	2%[88.5 µM]	77%[activator][87.6 µM]	6.3µM*	-19%[87.6 µM]
CCN1c2cc(C(=O)Nc3ccc(OC)cc3OC)ccc2C(=O)N2CCCCCC21 (stereo not drawn)	u	25	u	-4%	15%	-7%	-4%[12.5 µM]
CN(C)c1ccc(C(=O)N2CCCN(c3cc(-c4ccc(F)cc4)[nH]n3)CC2)cc1	u	13	-16%	-1%	-1%	0%	-9%
O=C(CCS(=O)(=O)c1nc(-c2ccc3c(c2)OCO3)cc(C(F)(F)F)n1)Nc1ccc(Br)cc1	x	1	x	x	u	x	u
N#Cc1ccc(CN2CCn3c(nnc3-c3ccncc3)C2)cc1	-12%	4	-24%	i	-23%	x	11%
CCOCCNC(=O)C1CCCN(c2nccc(Nc3ccccc3F)n2)C1 (stereo not drawn)	u	-3	u	2%	-5%	x	2%[12.5 µM]
Cc1ccc(C(=O)Nc2cc(C3CC3)nn2C)cc1	-1%[172 µM]	-3	-20%[138 µM]	-2%[88.5 µM]	59%[activator][87.6 µM]	x	-7%[87.6 µM]
COc1cccc(CN[C@@H]2CCC[C@@H](C(=O)N3CCN(C)CC3)CC(=O)N(C)C2)c1	i	-6	i	2%[88.5 µM]	0%[87.6 µM]	-3%[172 µM]	1%[87.6 µM]
CC(C)C[C@@H]1N[C@H](C(=O)N2CCN(C)CC2)Cc2cn(Cc3ccccn3)c3cccc1c23	u	-8	u	i	3%	-4%	-11%
CN(Cc1cccn1C)C1CCc2ccccc21 (stereo not drawn)	1%[172 µM]	15	-15%[138 µM]	i	-10%[87.6 µM]	7%[172 µM]	11%[87.6 µM]
CCC1Oc2ccc(NC(=O)C(CC)c3ccccc3)cc2CN(Cc2ccc(OC)cc2)C1=O (stereo not drawn)	-27%	1	u	u	-19%	1%	-1%

Results in FLuc inh, SNCA viab count and HEK293 tox (two entries from above):
| mol | FLuc inh | SNCA viab count | HEK293 tox |
| --- | --- | --- | --- |
| COc1ccc(-c2nc(C)nc3c2CN(C(=O)c2ccccn2)CC3)cc1 | -4% | 3% | -3% |
| O=C(Cc1c[nH]c2ncc(-c3ccc(Oc4ccccc4)cc3)cc12)N1CCOCC1 | -14%[172 µM] | u | 56µM* |

Other compounds:
SMILES	HEK293 tox	IP6K1 inh	NIH3T3 tox	GPT2 inhibitor	SNCA expr inh	FLuc inh	SNCA viab count
COc1ccc(NS(=O)(=O)c2ccc3[nH]c4c(c3c2)CCCC4)cc1OC	x	1	x	x	-26%	x	-22%
O=c1n(-c2ccc(C(F)(F)F)cc2)nc2n1CCN(CC1CCCCC1)C2	u	4	u	u	-3%	x	6%
Cc1ccc(NC(=O)C(C)Sc2nc(=O)cc(N)n2-c2ccccc2)cc1 (stereo not drawn)	x	-23	x	x	33%[activator]	x	-2%
CC(=O)N(C1CCOCC1)C1CCN(C(=O)c2ccc(C)cc2)CC1	0%	-1	-20%	i	1%	x	10%
CNC(=O)c1cc(C2CC2)nc2onc(C3CCN(C(=O)C4CC4)CC3)c12	u	-7	-21%	x	x	x	x
CCOc1ccc(C(=O)Nc2nc(-c3ccc(Br)cc3)ns2)cc1	x	14	x	x	4%	x	2%
COc1ccc2nc([C@H]3CCN(C4CCCCC4)C3)[nH]c2c1	u	2	u	-1%[88.5 µM]	-1%[87.6 µM]	14µM*	-7%[87.6 µM]
Cc1nn(-c2ccccc2)c2c1C(C(C)C)N(C1CN(C(=O)c3ccc(Cl)cc3)C1)C2=O (stereo not drawn)	32µM*	15	u	x	x	x	x
COc1ccccc1CNC(=O)C1CCN(C(=O)c2ccc(-c3cncnc3)cc2)CC1	u	5	u	-25%	-6%	x	8%
CNc1ccc(C(=O)N2CCC3(CCCNC3)C2)cc1 (stereo not drawn)	-29%	3	-21%	i	15%	-7%	u
O=C(NCc1ccc(Cl)nc1)c1cnn2ncccc12	-6%[172 µM]	5	-19%[138 µM]	0%[88.5 µM]	-15%[87.6 µM]	-7%[172 µM]	5%[87.6 µM]
Cc1ccc(C)c(S(=O)(=O)c2nnn3c2nc(NCc2ccc4c(c2)OCO4)c2sccc23)c1	x	0	x	x	-5%	x	5%
Cc1nc(CC(=O)NCc2ccc3[nH]c(-c4ccc(F)cc4)c(C)c3c2)cs1	u	1	u	i	71%[activator]	35µM*	-12%
Cc1cc(OCCCn2c(CCNC(=O)C3CCCCC3)nc3ccccc32)ccc1Cl	x	4	x	x	-8%	x	1%

Screening results as filed in PubChem BioAssay.
